Source: PubChem BioAssay
IP6K1 inh: blocks human inositol hexakisphosphate kinase 1; IP6K1 kinase, ADP-Glo luminescence, 2 h; active compounds read low; 0.81% of 140,000 active; activity change, % (series mostly up to about 58 µM); Q92551; in the data active means activity change below about -25%
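ADP-Glo luminescence measures ADP made by human IP6K1 during a 2 h RT reaction with ATP/IP6 (mix at 1.3 mM/130 uM); top library doses 57.5 and 19.1 uM final.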
HEK293 viab: reduces viability of HEK-293 SNCA reporter cells; HEK-293-SNCA-luc viability, GF-AFC fluorescence, 24 h; Potency, µM (titrated, usually from 57.1 µM), for the others: at the highest dose activity change, negative = cytotoxicity, usual class: cytotoxic; 0.12% of 150,000 active;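 further: potency means the concentration at half of the fitted maximal effect; 0% = DMSO-treated cells and -100% = medium-only wells without cells; nearly all actives have a fitted effect of over 30% in size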
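HEK-293-SNCA-luc cells (1500/well) plated 24 h, then exposed 24 h to a dilution series; GF-AFC added 30 min at 37C, fluorescence 405/540 nm; normalised to medium-only and DMSO wells, Hill fit.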
SNCA expr inhib: SNCA gene expression inhibition | 0.17% of 140,000 active | Potency, µM (top dose mostly 57.2 µM), for inactives: top-dose activity change, negative = inhibition, most hits filed as inhibitors | HEK-293 SNCA-luciferase knock-in, luminescence, 24 h;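 further: potency means the concentration at half of the fitted maximal effect; plate controls were DMSO cells for no effect and cell-free wells for full effect; nearly all actives have a fitted effect of over 45% in size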
3T3 cytotox: cytotoxic compounds in NIH 3T3 cells; Potency, µM (series often up to 96.7 µM), inactives show top-dose activity change, negative = cytotoxicity, actives largely listed as inhibitors; 4.3% of 94,000 active; NIH 3T3 viability, CellTiter-Glo ATP luminescence, 48-72 h; AID 1345082; further: potency means the concentration at half of the fitted maximal effect; nearly all actives have a fitted effect of over 55% in size
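Cytotoxicity is measured as loss of cellular ATP: NIH 3T3 cells (400/well) are exposed to compound for 48 or 72 hr at 37 °C, then CellTiter-Glo luminescence is imaged after 10 min at room temperature.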
GPT2 inh: blocks human glutamate pyruvate transaminase 2; Q8TD30; Recombinant GPT2, coupled pyruvate oxidase/HRP Amplex Red fluorescence; Potency, µM (series often up to 57.7 µM), for inactives: at the highest dose activity change, negative = inhibition, hits mostly inhibitors; 0.25% of 100,000 active; AID 1671188; further: potency means the concentration at half of the fitted maximal effect; nearly all actives have a fitted effect of over 60% in size; many of its hits are not listed in these tables
Target sequence (Q8TD30 whole entry, looked up): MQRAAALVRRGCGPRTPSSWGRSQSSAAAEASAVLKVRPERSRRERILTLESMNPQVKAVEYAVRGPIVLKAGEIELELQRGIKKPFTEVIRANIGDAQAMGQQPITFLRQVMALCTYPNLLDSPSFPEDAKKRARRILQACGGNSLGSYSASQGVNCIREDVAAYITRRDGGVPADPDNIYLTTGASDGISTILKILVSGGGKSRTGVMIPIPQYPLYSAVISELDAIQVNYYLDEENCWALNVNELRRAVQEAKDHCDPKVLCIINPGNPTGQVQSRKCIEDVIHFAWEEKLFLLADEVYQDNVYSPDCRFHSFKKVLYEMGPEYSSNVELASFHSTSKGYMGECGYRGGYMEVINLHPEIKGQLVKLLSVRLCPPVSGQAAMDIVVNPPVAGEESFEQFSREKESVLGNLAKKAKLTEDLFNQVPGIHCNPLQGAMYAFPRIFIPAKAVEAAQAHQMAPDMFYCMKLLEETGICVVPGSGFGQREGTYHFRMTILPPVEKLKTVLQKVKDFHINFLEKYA
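Recombinant GPT2 (10ng/uL) with 250uM a-KG and 2mM L-alanine, 30 min at room temperature, in HEPES pH 7.5 buffer. Pyruvate detected by pyruvate oxidase/HRP/Amplex Red fluorescence after 30 min in the dark; AOA (50uM) as positive control.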
FLuc inh: Photinus pyralis luciferase inhibition | P08659 | purified P. pyralis luciferase, luminescence, biochemical | Potency, µM (top dose mostly 115 µM), for the others: top-dose activity change, negative = inhibition, most hits filed as inhibitors | 2.5% of 76,000 active | AID 1347043; further: potency means the concentration at half of the fitted maximal effect; nearly all actives have a fitted effect of over 65% in size
Target sequence (P08659 whole entry, looked up): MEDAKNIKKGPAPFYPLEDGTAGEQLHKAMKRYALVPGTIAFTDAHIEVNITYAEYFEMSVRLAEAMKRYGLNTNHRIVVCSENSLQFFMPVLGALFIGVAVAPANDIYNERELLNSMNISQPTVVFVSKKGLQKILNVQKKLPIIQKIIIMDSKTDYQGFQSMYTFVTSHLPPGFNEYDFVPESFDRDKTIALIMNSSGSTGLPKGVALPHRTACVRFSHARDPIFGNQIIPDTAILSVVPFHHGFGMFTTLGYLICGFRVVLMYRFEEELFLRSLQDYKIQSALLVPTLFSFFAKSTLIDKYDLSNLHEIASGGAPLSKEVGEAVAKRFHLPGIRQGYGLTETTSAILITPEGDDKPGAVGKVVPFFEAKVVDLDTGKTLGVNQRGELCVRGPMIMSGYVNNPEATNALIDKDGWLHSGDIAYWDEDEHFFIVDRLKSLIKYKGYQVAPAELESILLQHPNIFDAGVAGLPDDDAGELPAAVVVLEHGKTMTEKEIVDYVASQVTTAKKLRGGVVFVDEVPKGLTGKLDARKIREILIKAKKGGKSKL
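Inhibitors were tested against purified firefly luciferase in a biochemical, low-substrate format (both substrates at 10uM) and luminescence measured with a CCD imager.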
HEK293 tox: kills HEK 293 cells; HEK 293 viability, ATP luminescence (CellTiter-Glo), 48-72 h; AID 1345083; 6.6% of 94,000 active; Potency, µM (series often up to 115 µM), for inactives: at the highest dose activity change, negative = cytotoxicity, hits mostly inhibitors; further: potency means the concentration at half of the fitted maximal effect; nearly all actives have a fitted effect of over 60% in size
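HEK 293 cells at 250 cells/well were exposed to compounds by pintool transfer for 48 or 72 hr at 37 degree Celsius, 5% CO2. Viability was read as ATP-coupled luminescence with CellTiter-Glo after 10 min at room temperature.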
Active calls of the source: *; i = inactive; ? = inconclusive; / = not tested or not shown; ! = not confirmed by another sample; [ ] = dose if it differs, or a comment. Unless noted, the call rests on the fitted dose curve; in most records, active means well fitted curve in the direction sought with a large enough effect; inconclusive means small, poorly fitted or top-dose-only effect, or another doubt; inactive means no such curve, though single readings can be large; an effect the other way counts as inactive or inconclusive. Unless noted, on the % scale 0 is the no-effect control and ±100 the full control effect.

molecule | IP6K1 inh | HEK293 viab | SNCA expr inhib | 3T3 cytotox | GPT2 inh | FLuc inh | HEK293 tox
N#CC(=Cc1ccc(O)c(O)c1)C(=O)NCc1ccccc1 | / | -8% | -24% | / | ? | / | /
CCCC(=O)N(c1ccc2oc(-c3ccccc3)c(C(=O)OCC)c2c1)S(=O)(=O)c1ccc(C)cc1 | 31 | 9% | 4% | / | / | / | /
Cc1ccc(-n2c3c(cc(C(=O)Nc4ccccc4C(N)=O)c2=O)C(=O)CC(C)(C)C3)cc1 | 31 | 15% | 10% | / | / | / | /
Cc1sc2ccn(Cc3ccc(F)cc3)c(=O)c2c1C(=O)NC(C)C | 15 | 11% | 1% | -8% | i | 10% | -6%
Cn1ncc2c(C(=O)NCc3ccccc3Cl)cc(-c3ccc(C(F)(F)F)cc3)nc21 | 2 | / | / | -33% | / | / | ?
COc1cccc([S+](=O)([O-])N2CCC3(CC2)CC(=O)c2ccc(Cl)cc2O3)c1 | -7 | -4% | 2% | ? | -3% | -1% | ?
CCc1ccc(-c2nc(SCC(=O)NCCOC)c(-c3ccc(C)cc3)[nH]2)cc1 | 26 | -6% | 3% | / | / | / | /
O=C(CCC1CCCN(Cc2nc3c(s2)CCCC3)C1)Nc1ccccc1F (configuration not stated) | 0 | -4% | 11% | ? | 3% | 4% | ?
Cc1ccsc1C(=O)N(C)CC1(C)CCOCC1 | 9 | -1% | -7% | -12% | i | -17% | -4%
O=C(NCc1ccccc1)C1CCN(c2ncnc3c2nc2n3CCCCC2)CC1 | 4 | 2% | ? | / | / | / | /
O=C(O)C1CCc2sc(C(=O)N3CCCCCC3)cc2C1 (configuration not stated) | -6 | 3% | 142%[activator] | ? | 1% | 16µM* | 0%
CCCC(=O)Nc1nnc(S(=O)(=O)N(C)Cc2ccc(Cl)cc2)s1 | 3 | 1% | 7% | / | / | / | /
CCc1ccc(-c2nc(CN3CCC(C(=O)NCCc4ccc(C)cc4)CC3)c(C)o2)cc1 | 0 | 21% | 3% | / | / | / | /
OCCN(CCO)c1nc(N2CCCCC2)c2nc(N(CCO)CCO)nc(N3CCCCC3)c2n1 | -14 | ? | -20% | / | 6.3µM*! | / | /
Cc1ccc2c(c1)nc1n2[C@@H](CNS(C)(=O)=O)COC1 | -4 | -2%[87.6 µM] | ? | -24%[138 µM] | -4%[88.5 µM] | 14%[172 µM] | -25%[172 µM]
Cc1ccc2c(C(=O)NC3CC3)cnn2c1 | -2 | 2%[87.6 µM] | 57%[activator][87.6 µM] | -25%[174 µM] | i | ? | -27%[230 µM]
Cc1cc2c(cc1C)C(c1cccc(OC(C)C)c1)CC(=O)N2 (configuration not stated) | 18 | 4% | ? | / | / | / | /
COCCn1cnnc1C(C)NC(=O)CCc1nc2ccccc2[nH]c1=O (configuration not stated) | 10 | 6% | -12% | -4% | i | -8% | 2%
Cc1ccc(CC(=O)N2CCC(Cc3nc(C(C)C)no3)CC2)cc1 | 0 | -2% | -12% | ? | i | -3% | ?
Cc1ccc(-c2ccc3nnc(CNC(=O)c4cc(F)ccc4F)n3n2)cc1 | 8 | 4% | -13% | -5% | i | 8% | ?

Gathered by group: those above containing a thiophene ring, fused or not (three)
molecule | IP6K1 inh | HEK293 viab | SNCA expr inhib | 3T3 cytotox | GPT2 inh | FLuc inh | HEK293 tox
Cc1sc2ccn(Cc3ccc(F)cc3)c(=O)c2c1C(=O)NC(C)C | 15 | 11% | 1% | -8% | i | 10% | -6%
Cc1ccsc1C(=O)N(C)CC1(C)CCOCC1 | 9 | -1% | -7% | -12% | i | -17% | -4%
O=C(O)C1CCc2sc(C(=O)N3CCCCCC3)cc2C1 (configuration not stated) | -6 | 3% | 142%[activator] | ? | 1% | 16µM* | 0%

Carrying on.
molecule | IP6K1 inh | HEK293 viab | SNCA expr inhib | 3T3 cytotox | GPT2 inh | FLuc inh | HEK293 tox
COc1ccc(NC(=O)CC2C(=O)N(c3ccc(OC)cc3)C(=O)N2Cc2ccc(OC)c(OC)c2)cc1 (configuration not stated) | 7 | 19% | ? | / | / | / | /
CN1CC(=O)N(C2CCCC2)Cc2c1ncnc2N1CCC(N2CCOCC2)CC1 | 16 | -8% | 10% | -18% | -5% | / | i
COc1ccc(NC(=O)c2ccc3nc(CCc4ccccc4)oc3c2)c(OC)c1 | 49 | 14% | 59%[activator] | / | / | / | /
O=C1Nc2ccccc2CC12CCN2[S+](=O)([O-])c1cccc(C(F)(F)F)c1 (configuration not stated) | -6 | -1% | -15% | -21% | -12% | 0% | ?
CCc1n[nH]c(CC2CCN(C(=O)COc3ccc(C)cc3)CC2)n1 | -1 | 9% | 4% | -3% | 4% | 0% | 5%
Cc1ncc(CC(=O)N2CCC3(CC2)CC(C(=O)O)N(C)C3)c(=O)[nH]1 (configuration not stated) | -14 | -2% | -14% | -11% | ? | -3% | -6%
O=C(O)c1cccc([S+](=O)([O-])N2CC(CNC(=O)c3ccccc3)C3(CN(c4ccccc4)C3)C2)c1 (configuration not stated) | -4 | -5% | 16% | ? | 1% | -1% | i
COc1ccc(C2C(C(=O)Nc3ccccc3)=C(C)Nc3nc(SCC(=O)c4ccc(C)cc4)nn32)cc1 (configuration not stated) | 7 | -8% | 31%[activator] | / | / | / | /
COc1cccc(CNC(=O)C2CN(C3CCCC3)C(=O)N2)c1 (configuration not stated) | -12 | 6%[12.5 µM] | 6%[87.6 µM] | -6%[138 µM] | i | / | i
CC(C)NC(=O)N1CCC2(CC1)CN(C(=O)Cc1csc(N)n1)Cc1ccccc1O2 | 1 | 4% | -13% | -1% | i | / | -4%
Cn1cc(-c2cccc(CCOc3cnc4c(ccn4CC(=O)O)c3)c2)cn1 | -16 | 3%[87.6 µM] | 27%[87.6 µM] | ? | -1%[88.5 µM] | 71µM* | -1%[172 µM]
COc1ccccc1C(=O)NC1CCN(c2ccc3nnc(C4CC4)n3n2)CC1 | -8 | / | / | -23% | / | / | ?
COCCCNC(=O)C1CCN(Cc2cc3ccccc3n2Cc2cccc(C)c2)CC1 | -6 | -10% | -9% | / | / | / | /
O=C1NC2(CCN(C(=O)c3ccc(Cl)cc3)CC2)COc2ccccc21 | -4 | 8% | -7% | -5% | -2% | / | -8%
CCOc1ccccc1NC(=O)N1CCCCCCNC(=O)CC1c1ccccc1 (configuration not stated) | 16 | 3% | -8% | ? | i | -14% | -15%
CCNS(=O)(=O)c1cc(-c2nnc(Nc3cccc(C(F)(F)F)c3)c3ccccc23)ccc1C | 45 | 5% | -1% | / | / | / | /
O=C1N(c2ccc(F)cc2)CCOC12CCN(Cc1ccc3[nH]ccc3c1)CC2 | 8 | 6%[87.6 µM] | 9%[87.6 µM] | ? | -4%[88.5 µM] | -3%[172 µM] | ?
O=C(O)[C@@H]1CN(C(=O)CCc2cccc(Cl)c2)C[C@H]1c1cccc(F)c1 | 17 | 3% | -7% | -29% | 4% | 0% | i
N#Cc1ccc(C(=O)Nc2ccc3c(c2)N(C2CCCC2)C(=O)c2ccccc2S3)cc1 | 52 | -3% | 11% | / | / | / | /
CN(C)C(=O)NC1CCN(C(=O)c2ccc(-c3cccs3)cc2)CC1 | 14 | 8%[12.5 µM] | -3% | ? | -13% | / | ?
COc1ccc(C(=O)N2CCC3(CC2)CC(C(C)C)=NO3)cc1 | 4 | -2%[87.6 µM] | 18%[87.6 µM] | 100µM* | i | -16%[172 µM] | -19%[172 µM]
CN(C1CCc2nn(C)c(=O)n2CC1)S(=O)(=O)c1cccc(C#N)c1 (configuration not stated) | -10 | -1% | 26% | -13% | 2% | -15% | 1%
CCn1ccc(C(=O)Nc2ccc3ncnc(N4CCCC4)c3c2)n1 | 26 | 1% | ? | ? | i | 8% | ?
CCOc1ccc(S(=O)(=O)c2cn(Cc3cc(C)ccc3C)c3ccc(OCC)cc3c2=O)cc1 | 0 | 5% | -4% | / | / | / | /
O=C(NCc1nnc2ccc(-c3ccc(F)cc3)nn12)c1cc(Cl)ccc1F | -1 | -8% | -17% | ? | -23% | 0% | ?
COc1ccc(NC(=O)Cc2c[nH]c3ncc(-c4ccccc4)cc23)cc1 | -8 | -11%[87.6 µM] | 2%[87.6 µM] | ? | 4%[88.5 µM] | 6%[172 µM] | -16%[172 µM]
CCOC(=O)N1c2ccc(C(F)(F)F)cc2[C@@H](N(Cc2cc(C(F)(F)F)cc(C(F)(F)F)c2)C(=O)OC)C[C@H]1CC | / | 5% | 19% | / | 2% | / | /
O=C(NCc1nnc2cc(-c3nc(C4CC4)no3)ccn12)c1ccncc1 | 14 | -5% | 5% | 5% | i | 8% | -4%
COc1ccc(C[C@H](NC(=O)[C@@]2(O)C[C@@H](O)[C@H](O)[C@@H](NC(=O)CC(C)(C)C)C2)C(N)=O)cc1 | 1 | 1% | -1% | -8% | -9% | -6% | -8%
O=C(NCc1ccc(F)cc1)c1nn(CCOc2ccccc2)c2c1CNCC2 | 20 | -4% | ? | ? | i | / | 40µM*
COc1ccccc1CC(=O)Nc1ccc2ncnc(N3CCCC3)c2c1 | 17 | 0% | 12% | -19% | i | -9% | ?
O=C1Nc2ccccc2CC12CCN2Cc1ccc(F)cc1 (configuration not stated) | -5 | -1%[87.6 µM] | -5%[87.6 µM] | -25%[138 µM] | 1%[88.5 µM] | 6%[172 µM] | ?
COC[C@@H]1CCCN1c1ncnc2c1CN(C1CCCNCC1)C(=O)CN2C (some centres not stated) | 4 | 2% | 16% | -1% | 1% | / | -3%
Cc1ccc(C)c(-c2[nH]c3c(c2-c2c(-n4cccc4)n(C)c(=O)[nH]c2=O)c(=O)[nH]c(=O)n3C)c1 | 27 | 3% | 12% | / | / | / | /
O=C(c1cnccn1)N1CCC(N2C(=O)C(O)C23CCCCC3)CC1 (configuration not stated) | -11 | 4% | -26% | -1% | i | 4% | ?
Cn1nccc1C(=O)N1CCC(c2cc(-c3ccccc3)n[nH]2)CC1 | -3 | -8% | 0% | ? | 4% | 0% | -30%
O=C(O)C[C@@H]1CCN(C(=O)COc2ccccc2)C[C@@H]1CCN1CCN(c2ccccn2)CC1 | 20 | 1% | 38%[activator] | -1% | -14% | 0% | 2%
O=C(CN1C(=O)NC(c2ccc(Cl)cc2)C2=C1COC2=O)Nc1ccc2c(c1)OCCO2 (configuration not stated) | 0 | -7% | -22% | ? | i | ? | ?
CCCc1noc(-c2ccn3c(CNC(=O)Cc4ccc(Cl)cc4)nnc3c2)n1 | 18 | -4% | 0% | i | -2% | 14% | i
COc1cccc(CNC(=O)[C@H]2CCC[C@H]2NC(=O)c2ccncc2)c1OC | 29 | 2% | 21% | -15% | ? | -9% | -13%
CCCn1c(C)cnc1CC1CCN(C(=O)c2c(C)noc2C)CC1 | 2 | -4% | -21% | -6% | i | 1% | -21%
Cc1c(C)n(Cc2ccccc2)c2ccc(C(=O)NCc3ccc(OC(C)C)cc3)cc12 | -18 | 13% | -27% | / | / | / | /
Cc1noc([C@@H]2CN(C(=O)c3ccc4ccccc4n3)C[C@H]2CO)n1 | -11 | -8% | 16% | -17% | i | -11% | -9%
CCN(CC)Cc1cnc2c(C(=O)N(C)CCc3ccccn3)cnn2c1 | 0 | -10% | 20% | i | 0% | 6% | 3%
